# PTAP TSG101 blk = qHTS Assay for Iinhibitors of HIV-1 Budding by Blocking the Interaction of PTAP/TSG101; Fluorescence polarization, FITC-PTAP peptide / Tsg101 binding; Potency, µM (highest dose often 115 µM), for inactives: at the highest dose activity change, negative = inhibition, actives largely listed as inhibitors; 340,000 tested, under 10 active; AID 493005, 2010; active = well fitted inhibition curve with a large enough effect in the main read-out, with a control signal flat, not every such curve was filed as active; inconclusive = small, poorly fitted or top-dose-only effect, or effect the other way, or a change in a side signal; inactive = no such curve, though single readings can be large or run the other way; note: potency is the fitted concentration of half-maximal effect; % of control where 0% means no effect
# Target sequence (Q99816 whole entry, looked up): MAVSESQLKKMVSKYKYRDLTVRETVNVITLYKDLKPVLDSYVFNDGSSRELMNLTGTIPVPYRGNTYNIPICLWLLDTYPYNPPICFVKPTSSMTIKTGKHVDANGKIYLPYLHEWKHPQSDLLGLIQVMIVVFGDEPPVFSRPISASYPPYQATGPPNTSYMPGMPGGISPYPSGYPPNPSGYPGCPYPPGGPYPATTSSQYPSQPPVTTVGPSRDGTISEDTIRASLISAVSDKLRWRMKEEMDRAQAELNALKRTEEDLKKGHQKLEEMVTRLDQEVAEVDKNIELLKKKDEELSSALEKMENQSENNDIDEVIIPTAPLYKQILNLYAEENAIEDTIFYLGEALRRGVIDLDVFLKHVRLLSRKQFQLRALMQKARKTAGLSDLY
#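 Tsg101 binding domain (10 uM final) was mixed with compound and a FITC-labeled PTAP peptide (50 nM final) in HEPES pH 7.5 buffer with NaCl, Tween 20, EDTA and TCEP; fluorescence polarization was read after 20 min at r.t.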
# Giardia kill = Small Molecules that selectively kill Giardia lamblia: qHTS. Giardia lamblia trophozoite viability. activity change, % at 7.66 µM, hits read low. 340,000 tested, 0.15% active. AID 540267, 2011; in the data active = activity change below about -80%; inconclusive = between about -30% and that limit;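 note: parasites exposed to compound for two days anaerobically before the ATP read; % is set by controls: 0 for no effect and ±100 for the full control effect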
#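 Compounds were tested on trophozoites seeded at 100 cells/well and held 48 hrs at 37 deg C anaerobically. An ATP-based luminescent kit measured the remaining live cells.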
# a7 integrin act = qHTS for Activators of Integrin-Mediated Alleviation for Muscular Dystrophy; Potency, µM (doses to about 38.3 µM), for inactives: at the top dose activation, usual class: activators; 350,000 tested, 0.064% active; AID 624291, 2012; alpha7betagal myoblasts, beta-gal FDG fluorescence, 48 h;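 note: potency is the fitted concentration of half-maximal effect; 100% = response of the positive control SU9516; nearly all actives have a fitted effect of over 60% in size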
#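 alpha7betagal+/- myoblasts (passage 13, 250/well) treated 48 h at 37C with compounds at 1:260 dilution of DMSO stock. Lysed, then beta-galactosidase activity read as FDG fluorescence (ex 480/em 540) after 30 min, with pre-read for autofluorescence.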
# S-ASM inh = Inhibitors of Secretory Acid Sphingomyelinase (S-ASM): qHTS. Sphingomyelin phosphodiesterase (Homo sapiens), P17405. placental ASM, HMU-PC fluorogenic substrate, 60 min. Potency, µM (titrated, usually from 57.5 µM), without a hit: at the top dose activity change, negative = inhibition, most hits filed as inhibitors. 340,000 tested, 0.006% active. AID 504937, 2011; note: potency is the fitted concentration of half-maximal effect
# Target sequence (P17405 47-631 limits assumed): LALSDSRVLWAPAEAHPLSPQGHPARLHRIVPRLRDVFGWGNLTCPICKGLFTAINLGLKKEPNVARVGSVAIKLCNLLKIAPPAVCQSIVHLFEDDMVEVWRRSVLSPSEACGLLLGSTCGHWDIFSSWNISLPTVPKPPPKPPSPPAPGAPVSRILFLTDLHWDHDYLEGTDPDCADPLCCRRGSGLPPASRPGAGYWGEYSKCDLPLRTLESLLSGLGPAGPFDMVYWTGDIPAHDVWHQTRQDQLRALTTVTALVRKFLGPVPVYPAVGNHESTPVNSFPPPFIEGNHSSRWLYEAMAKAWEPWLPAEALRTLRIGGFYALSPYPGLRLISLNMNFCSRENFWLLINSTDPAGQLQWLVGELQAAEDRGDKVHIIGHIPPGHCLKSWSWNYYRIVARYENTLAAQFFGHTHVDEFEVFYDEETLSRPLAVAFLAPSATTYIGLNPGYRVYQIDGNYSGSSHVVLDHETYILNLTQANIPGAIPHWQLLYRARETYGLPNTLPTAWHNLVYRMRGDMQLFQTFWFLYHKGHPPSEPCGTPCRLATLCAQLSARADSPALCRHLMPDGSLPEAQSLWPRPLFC
#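 Fluorescence read-out (Ex 386 nm, Em 447 nm) after stopping the reaction at pH 10. Enzyme: ASM from human placenta; substrate HMU-PC0, 9 uM final; 60 min, 37 °C. Compound preincubation 10 min, ambient temperature.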
# * hit, by the source's call; i = inactive; u = inconclusive; [ ] = dose if it differs, or a comment. Unless noted, calls come from the whole dose curve; as a rule, active = well fitted curve in the direction sought with a large enough effect; inconclusive = small, poorly fitted or top-dose-only effect, or another doubt; inactive = no such curve, though single readings can be large; an effect the other way counts as inactive or inconclusive. Only part of the results is shown, so the mix of outcomes need not match the whole.
# Order of results: a7 integrin act, PTAP TSG101 blk, S-ASM inh, Giardia kill
> CCc1ccc(N2CC(C(=O)OCC(=O)N(CC)c3c(N)n(Cc4ccccc4)c(=O)[nH]c3=O)CC2=O)cc1 (centres undefined)
 : 6%, 1%, 0%, -7
> Oc1ccc(C[C@H]2CNC(=S)N2CC2CCCN2C[C@H](Cc2ccc(O)cc2)N2C[C@H](Cc3ccccc3)N(CCc3ccccc3)C2=S)cc1 (some centres undefined)
 : -4%, -12%, -21%, 4
> COC(=O)CNC(=O)CSc1nc2sc(-c3ccccc3)cc2c(=O)n1-c1ccccc1
 : 4%, -7%, -1%, -21
> O=C(NCc1ccc(F)cc1)c1ccc2c(c1)S(=O)(=O)c1ccccc1C2=O
 : 3%, -2%, -9%, 7
> CC(C)(C)c1ccc(OCCCCCCN2CCNCC2)cc1
 : -78%[inhibitor], -10%, 4%, -4
> O=C(CCC(=O)Nc1cccnc1)Nc1cccnc1
 : 5%, 1%, 7%, -12
> O=c1[nH]c(Nc2ccccc2Cl)cc2ccccc12
 : 3%, -8%, i, -19
> Nc1nc(N)nc(C2C=CCCC2)n1 (centres undefined)
 : 23%, -3%, -3%, 3
> CN(C)c1ccc(/C=C(/C#N)C(=O)Nc2nc3c(s2)CCN(Cc2ccccc2)C3)cc1
 : u, u, -3%, -21
> CCN(C(=O)COC(=O)/C=C/c1nc2ccccc2s1)c1c(N)n(Cc2ccccc2)c(=O)[nH]c1=O
 : -24%, 0%, 3%, -14

# Entries shown so far containing two or more sulfur atoms:
# Order of results: a7 integrin act, PTAP TSG101 blk, S-ASM inh, Giardia kill
> Oc1ccc(C[C@H]2CNC(=S)N2CC2CCCN2C[C@H](Cc2ccc(O)cc2)N2C[C@H](Cc3ccccc3)N(CCc3ccccc3)C2=S)cc1 (some centres undefined)
 : -4%, -12%, -21%, 4
> COC(=O)CNC(=O)CSc1nc2sc(-c3ccccc3)cc2c(=O)n1-c1ccccc1
 : 4%, -7%, -1%, -21

# Continuation:
# Order of results: a7 integrin act, PTAP TSG101 blk, S-ASM inh, Giardia kill
> CC(=O)c1sc(NC(=O)CN2C(=O)CCC2=O)nc1C
 : -13%, -1%, 0%, 17
> C=CC(=O)Nc1cccc(N(C)c2ccnc(Nc3ccc(N4CCN(C)CC4)cc3)n2)c1
 : -36%, -13%, -2%, u
> COc1ccc(CC(=O)N(C)Cc2ccc(OC(F)F)cc2)cc1S(=O)(=O)N1CCOCC1
 : -16%, -1%, 3%, 6
> COc1ccc(OC)c(NC(=O)Nc2ccc3[nH]ccc3c2)c1
 : 1%, -2%, -3%, -15
> COc1cc(/C=N/NC(=O)c2ccoc2C)cc(OC)c1OC
 : 6%, -3%, 0%, -16
> O=c1ccn([C@@H]2O[C@H](CNCc3ccc(-c4cc(C(F)(F)F)ccc4Cl)o3)[C@@H](O)[C@H]2O)c(=O)[nH]1
 : 2%, -4%, 1%, -13
> Cn1c(SSc2ccc(-c3cccnc3)n2C)ccc1-c1cccnc1
 : -23%, 42%[activator], 0%, -3
> O=c1ccc(=O)n(CCc2ccccn2)[nH]1
 : 21%, 0%, 1%, 3
> Cc1sc2ccccc2c1CNC[C@H]1O[C@@H](n2cnc(C(N)=O)n2)[C@H](O)[C@@H]1O
 : 4%, 1%, 1%, 7
> CC1CC1C(=O)Nc1nc2ccc(Cl)cc2s1 (centres undefined)
 : 11%, -6%, -2%, 11
> O=C1c2ccccc2S(=O)(=O)c2cc(C(=O)N3CCN(c4ncccn4)CC3)ccc21
 : 5%, 0%, -5%, 24
> N#CC1=C(SCC(N)=O)NC(=O)CC1c1cccc2ccccc12 (centres undefined)
 : 16%, -3%, 1%, -1
> O=C(c1noc2c1CCCCC2)N1CCN(C(c2ccccc2)c2ccccc2)CC1
 : 7%, 0%, -3%, -3
> CC1CN(Cc2ccco2)C(=S)NC1=O (centres undefined)
 : 15%, -1%, 4%, -19
> O=C(Cc1ccc(NC(=O)C2CCN(C(=O)c3ccccc3)CC2)cc1)Nc1cccc(C(=O)N2CCCC2)c1
 : 7%, 0%, -3%, -1
> Cc1ccc(C(=O)NCCCN2CCN(CCCNC(=O)c3ccc(C)cc3)CC2)cc1
 : 24%, -6%, 1%, 8
> COC(=O)/C=C/c1cc(F)ccc1S(=O)(=O)NC(C)(C)C
 : 1%, 1%, 6%, -6
> NC(=O)C1(C(=O)O)OC1(c1ccc(Cl)cc1)c1ccccc1Cl (centres undefined)
 : u, -4%, 3%, 4
> CCN(CC(=O)Nc1ccc(NC(C)=O)cc1)C(=O)C1CCN(C(=O)c2ccccc2C)CC1
 : 4%, -4%, -2%, -15
> CC(C)(C)OC(=O)N1CCC2(CC1)Oc1ccc(Cl)cc1C(=O)C21CC(c2ccc(Cl)cc2)=NO1 (centres undefined)
 : 23%, -9%, -8%, u

# Part of the list above, as tab-separated lines:
Structure	a7 integrin act	PTAP TSG101 blk	S-ASM inh	Giardia kill
NC(=O)C1(C(=O)O)OC1(c1ccc(Cl)cc1)c1ccccc1Cl (centres undefined)	u	-4%	3%	4
CCN(CC(=O)Nc1ccc(NC(C)=O)cc1)C(=O)C1CCN(C(=O)c2ccccc2C)CC1	4%	-4%	-2%	-15

# Following part.
# Order of results: a7 integrin act, PTAP TSG101 blk, S-ASM inh, Giardia kill
> COc1ccc2c(c1)OC[C@H]1[C@H]2N2C(=O)CN(Cc3ccccc3)C(=O)[C@@]2(C)[C@H]1c1ccccc1
 : -2%, 0%, -14%, -15
> Oc1ccc(C(=Nc2ccccc2)c2ccccc2)c(O)c1
 : 17%, -4%, -22%, 6
> O=C1C=CC(=Nc2ccc3c(c2)Cc2ccccc2-3)O1
 : -12%, -6%, 3%, 4
> O=C(CNC(=O)OCc1ccccc1)OC(c1ccccc1)c1ccccc1
 : 6%, -6%, -3%, -7
> CC(C)=N/N=C1/NC(=O)C(c2ccc(Cl)cc2)S1 (centres undefined)
 : 21%, -8%, 0%, 14
> CCOC(=O)c1ccc(NC(=O)C2CC3CCC2C3)cc1 (centres undefined)
 : -22%, -2%, -1%, -14
> Cn1c(=O)c2nc(NCc3ccccc3)sc2n(C)c1=O
 : 1%, -1%, 0%, 12
> Cc1cc2cc(CCNC(=O)C(C)C)c(=O)[nH]c2cc1C
 : 8%, -10%, -1%, 2
> C=C(C)CN=CC1(C)CCC(C)=CO1 (centres undefined)
 : -43%, 0%, 4%, 1
> CC1=C(c2ccccc2)C(O)(c2ccccc2)C(C)C1=O (centres undefined)
 : -8%, -3%, 0%, 0
> CCN1C[C@@H]2[C@@H]3C(=O)N(C)C(=O)[C@@H]3[C@](C)(C1=O)N2C(=O)c1ccc(Cl)cc1
 : 23%, -5%, 0%, -7
> CCOC(=O)N1CCN(C(=O)CCc2ccc(S(=O)(=O)NCC(C)C)cc2)CC1
 : 33%, -1%, -3%, 8
> Cc1nc(CCNC(=O)CC2C(=O)NCCN2CC(C)(C)C)nc2c1CCC2 (centres undefined)
 : 1%, -5%, 34%[activator], 3
> CSc1nccc(Oc2ccccc2Cl)n1
 : -4%, -3%, 1%, -7
> COc1cc(CC(CC(=O)c2ccc3c(c2)OCO3)C(=O)O)cc(OC)c1OC (centres undefined)
 : 20%, -2%, 6%, -23
> Cc1cc(C)c2c(n1)nn1c(N3CCN(c4ccccc4C)CC3)cc(C)nc21
 : 0%, -5%, 229%[activator], -1
> O=c1[nH]c(Nc2ccccn2)cc2ccccc12
 : -25%, 1%, 494%[activator], -2
> c1ccc(COc2ncnc3c2ncn3CCCNCc2ccc3c(c2)OCO3)cc1
 : -21%, -21%, 7%, -8
> CC(=O)NC1CC2CCCC(C1)N2C(=O)Nc1cccc(Cl)c1 (centres undefined)
 : 5%, -2%, 5%, 20
> CC1(c2nnc(Cc3ccccc3)o2)CC(c2ccncc2)=NO1 (centres undefined)
 : 23%, -11%, -4%, 11

# The final 4 compounds of the section before open the next one.
# Order of results: a7 integrin act, PTAP TSG101 blk, S-ASM inh, Giardia kill
> O=c1[nH]c(Nc2ccccn2)cc2ccccc12
 : -25%, 1%, 494%[activator], -2
> c1ccc(COc2ncnc3c2ncn3CCCNCc2ccc3c(c2)OCO3)cc1
 : -21%, -21%, 7%, -8
> CC(=O)NC1CC2CCCC(C1)N2C(=O)Nc1cccc(Cl)c1 (centres undefined)
 : 5%, -2%, 5%, 20
> CC1(c2nnc(Cc3ccccc3)o2)CC(c2ccncc2)=NO1 (centres undefined)
 : 23%, -11%, -4%, 11
> CN1CCN(S(=O)(=O)c2ccc(Cl)c(C(F)(F)F)c2)CC1
 : -8%, -2%, 3%, u
> O=P1(NC2CCCC2)OCC2(CO1)COP(=O)(NC1CCCC1)OC2 (centres undefined)
 : 0%, 1%, -3%, 3
> NC(=O)c1ncn([C@@H]2O[C@H](CNCc3cccn3-c3ccncc3)[C@@H](O)[C@H]2O)n1
 : 18%, -3%, -1%, 8
> O=C(Nc1ccc2ccccc2c1)c1cccc2ccccc12
 : -15%, -2%, 0%, -4
> CC1CC(C)C(=O)C(C(CC2CC(=O)NC(=O)C2)OC(=O)CC(=O)c2ccccc2)C1 (centres undefined)
 : -64%[inhibitor], 1%, -3%, u
> O=C(O)c1cccnc1C(=O)c1ccccc1
 : -4%, -5%, -2%, 2
> COc1cc(OC)c(N(C)S(=O)(=O)c2cccc(C(=O)OCC(=O)N(C)C3CCCCC3)c2)cc1Cl
 : 8%, -6%, 0%, -17
> CCN1C[C@@H]2[C@@H]3C(=O)N(Cc4ccccc4)C(=O)[C@@H]3[C@](CC)(C1=O)N2C(=O)c1ccccc1
 : -11%, -4%, 7%, 0
> Cc1cnc(NC(=O)c2cc(-c3ccccc3)nn2-c2ccccc2)s1
 : 2%, -2%, 2%, 3
> Cc1ccc(-n2nc(C)c3c2C(Br)C(C)(C)CC3=O)nc1 (centres undefined)
 : 20%, -7%, 0%, 35[activator]
> C[C@@H](NC(=O)C(=O)c1c[nH]c2ccccc12)c1ccccc1
 : 0%, 0%, 0%, -4
> Nc1nc(N)c(N=Nc2ccccc2)c(=O)[nH]1
 : -14%, -9%, 0%, 4
> CCNC(=O)NC(=O)C(C)OC(=O)c1cccnc1SC (centres undefined)
 : 9%, -1%, -2%, 14
> Cn1c(=O)c2c(nc(CCc3ccccc3)n2C)n(C)c1=O
 : 11%, -9%, 1%, -9
> O=C(Cn1c(NCCCO)nc2ccccc21)c1cccs1
 : 7%, -4%, -3%, -10
> COC(=O)C1CC2=C(CCCC2=O)N(c2ccccc2)C1=O (centres undefined)
 : 10%, -11%, 1%, 25
> O=C(Cc1ccc([N+](=O)[O-])cc1)NCCc1ccc2c(c1)OCO2
 : 2%, 1%, 1%, -2
> Cc1ccc(S(=O)(=O)NCCCNC(=O)OCc2ccccc2)cc1
 : -4%, -1%, 4%, 18
> COc1ccc(CCNC(=O)C2CCN(Cc3nc(-c4ccc(Cl)cc4)oc3C)CC2)cc1OC
 : 4%, 3%, 3%, 14
> C=CCn1c(SCCN2C(=O)c3ccccc3C2=O)nc2scc(-c3ccc(F)cc3)c2c1=O
 : 12%, 1%, 3%, -13
> O=C(Cc1ccc(NC(=O)C2CCCN(C(=O)C3CC3)C2)cc1)Nc1cccc(C(=O)N2CCCC2)c1 (centres undefined)
 : 11%, -3%, 5%, u

# 4 entries from above, as labelled records.
> COc1cc(CC(CC(=O)c2ccc3c(c2)OCO3)C(=O)O)cc(OC)c1OC (centres undefined)
  a7 integrin act: 20%
  PTAP TSG101 blk: -2%
  S-ASM inh: 6%
  Giardia kill: -23
> Cc1cc(C)c2c(n1)nn1c(N3CCN(c4ccccc4C)CC3)cc(C)nc21
  a7 integrin act: 0%
  PTAP TSG101 blk: -5%
  S-ASM inh: 229%[activator]
  Giardia kill: -1
> O=c1[nH]c(Nc2ccccn2)cc2ccccc12
  a7 integrin act: -25%
  PTAP TSG101 blk: 1%
  S-ASM inh: 494%[activator]
  Giardia kill: -2
> c1ccc(COc2ncnc3c2ncn3CCCNCc2ccc3c(c2)OCO3)cc1
  a7 integrin act: -21%
  PTAP TSG101 blk: -21%
  S-ASM inh: 7%
  Giardia kill: -8
